uPA generation – qHTS for Inhibitors of Cell Surface uPA Generation; Potency, µM (titrated, usually from 38.3 µM), without a hit: at the highest dose activity change, negative = inhibition, actives largely listed as inhibitors; hit rate 0.31% among 330,000; cell surface uPA generation assay, qHTS; active = well fitted inhibition curve with a large enough effect; inconclusive = small, poorly fitted or top-dose-only effect; inactive = no such curve, though single readings can be large or run the other way; tested in mouse RAW 264.7 cells; also: potency is read from the fitted curve at half-maximal effect; nearly all actives have a fitted effect of over 55% in size
USP2a block – qHTS Assay for Inhibitors of Ubiquitin-specific Protease USP2a Using CHOP2 as the Reporter; hit rate 0.01% among 330,000; AID 463254, 2010; Potency, µM (series often up to 38.3 µM), inactives show at the highest dose activity change, negative = inhibition, hits mostly inhibitors; USP2 core, Ub-CHOP2 coupled fluorogenic reporter, 485/531;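 also: potency is read from the fitted curve at half-maximal effect; plate controls were DMSO wells for no effect and full inhibition by NEM control for full effect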
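Cell-free coupled assay: 10nM USP2 core preincubated 30min RT with compound in Tris-HCl pH 8.0/CaCl2/CHAPS buffer, then 25nM Ub-CHOP2 and 25nM reporter substrate; fluorescence (Ex 485/Em 531) read after 60min RT, normalized to NEM inhibition, concentration-response curves fitted.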
GALK inh – qHTS Assay for Inhibitors of Human Galactokinase (GALK); Purified GALK, Kinase-Glo residual ATP luminescence; Potency, µM (series often up to 57.5 µM), for inactives: at the top dose activity change, negative = inhibition, hits mostly inhibitors; hit rate 0.007% among 270,000; also: potency is read from the fitted curve at half-maximal effect
Target sequence (P51570 whole entry, looked up): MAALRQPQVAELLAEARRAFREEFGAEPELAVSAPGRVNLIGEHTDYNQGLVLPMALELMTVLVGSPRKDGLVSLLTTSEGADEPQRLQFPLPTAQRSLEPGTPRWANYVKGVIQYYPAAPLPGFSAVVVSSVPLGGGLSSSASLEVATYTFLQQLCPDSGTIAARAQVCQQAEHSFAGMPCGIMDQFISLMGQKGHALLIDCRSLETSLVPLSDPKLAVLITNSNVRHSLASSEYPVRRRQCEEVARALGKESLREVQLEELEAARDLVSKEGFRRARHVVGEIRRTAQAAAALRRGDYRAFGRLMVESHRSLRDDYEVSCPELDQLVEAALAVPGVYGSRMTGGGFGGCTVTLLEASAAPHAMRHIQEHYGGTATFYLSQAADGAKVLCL
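5 nM enzyme, 35 uM ATP, 100 uM galactose, 20 mM HEPES pH8.0, 5 mM MgCl2; 1 h RT; residual ATP by Kinase-Glo Plus luminescence, qHTS format.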
Giardia killer – Small Molecules that selectively kill Giardia lamblia: qHTS. hit rate 0.15% among 340,000. Giardia lamblia trophozoite viability. activity change, % at 7.66 µM, hits read low; in the data active = activity change below about -80%; inconclusive = between about -30% and that limit;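 also: parasites exposed to compound for two days anaerobically before the ATP read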
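Viability, read as ATP luminescence: trophozoites at 100 cells/well, compound added, 48 hrs anaerobic at 37 deg C, then 15-30 min room-temperature development before reading.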
KCNH2 3.1 inh – qHTS for Inhibitors of KCHN2 3.1: Mutant qHTS; U2OS KCNH2 3.1, thallium flux FluxOr; stronger effect = lower value; activity change, % (tested at about 1.8 µM); hit rate 0.95% among 340,000;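 active = maximum activity change below -70%; inconclusive = maximum activity change from -70% to -50%; inactive = maximum activity change above -50%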;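 also: thallium influx rate constant from kinetic fluorescence after stimulation buffer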
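Kinetic fluorescence (2 min after stimulation buffer) measures Tl+ influx through KCNH2 3.1 expressed by viral transduction in U2OS cells; the rate constant is normalized against DMSO controls serving as positive and negative references.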
hERG WT inh – qHTS for Inhibitors of KCHN2 3.1: Wildtype qHTS. Voltage-gated inwardly rectifying potassium channel KCNH2 (Homo sapiens), Q12809. U2OS, BacMam KCNH2, thallium flux FluxOr; stronger effect = lower value. activity change, % at 1.84 µM. hit rate 0.37% among 340,000. AID 720551, 2013;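 active = maximum activity change below -70%; inconclusive = maximum activity change between -70% and -50%; inactive = maximum activity change above -50%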
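U2OS cells were transduced with wild-type KCNH2 virus (2.03 x 10^8 / mL) for 4 h at room temperature, then cultured overnight at 37 C. Thallium flux was read with FluxOr dye. Rate constants were normalized to DMSO controls.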
B2AR arrestin – qHTS assay of beta-arrestin-biased ligands of beta2-adrenergic receptor; Beta-2 adrenergic receptor (Homo sapiens), P07550; beta-arrestin recruitment to beta2AR, cell-based reporter; Potency, µM (highest dose often 46.1 µM), for the others: at the highest dose activation, usual class: activators; hit rate 0.02% among 330,000; AID 492947, 2010;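 also: potency is read from the fitted curve at half-maximal effect; 0% = DMSO controls and full agonism = EC100 isoproterenol or metaproterenol; nearly all actives have a fitted effect of over 65% in size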
Eya2 phos inh – qHTS Assay for Inhibitors of the Phosphatase Activity of Eya2. Protein phosphatase EYA2 (Homo sapiens), O00167. recombinant Eya2, OMFP fluorescence dephosphorylation (OMFP is methylfluorescein phosphate). Potency, µM (titrated, usually from 76.9 µM), for inactives: top-dose activity, negative = inhibition, usual class: inhibitors. hit rate 0.006% among 330,000; also: potency is read from the fitted curve at half-maximal effect
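Eya2 (0.2 uM) preincubated 10 min at ambient with compound, then OMFP substrate added at 50 uM; 10 min reaction in 50 mM HEPES pH 7.5, 50 mM NaCl, 5 uM MgCl2, 0.05% BSA, 1 mM DTT. Fluorescence read at Ex 485/Em 525 nm.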
BCR signal inh – qHTS Assay to Find Inhibitors of Chronic Active B-Cell Receptor Signaling. ABC-DLBCL IkBa-CBG/CBR reporter, luminescence ratio, 4 h. Potency, µM (highest dose often 46.1 µM), without a hit: top-dose ratio change, negative = lower green/red ratio, hits mostly inhibitors. hit rate 0.05% among 340,000. AID 493014, 2011; active = well fitted inhibition curve with a large enough effect in the signal ratio, with a control signal flat, not every such curve was filed as active; inconclusive = small, poorly fitted or top-dose-only effect, or effect the other way, or a change in a side signal; the % refers to the signal ratio;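 also: potency is read from the fitted curve at half-maximal effect; plate controls were basal doxycycline-induced cells for no effect and cells given 10 µM MG132 for full effect; MG132 reads +100%, hits lower the ratio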
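Compounds up to 46 uM were incubated four hours with TMD8 cells whose green CBG68 luciferase is fused to IkappaBalpha; red CBR luminescence normalised the signal, and concentration-effect curves were fitted to fusion, red and ratio data.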
PKM2 activator – qHTS Assay for Activators of Human Muscle isoform 2 Pyruvate Kinase | Pyruvate kinase PKM (Homo sapiens), P14618 | purified PKM2, Kinase-Glo ATP luminescence, activation; response scale: 0% is enzyme alone, no compound | hit rate 0.34% among 260,000 | Potency, µM (doses to about 57.5 µM), for inactives: top-dose activation, actives largely listed as activators | AID 1631, 2009; also: potency is read from the fitted curve at half-maximal effect; nearly all actives have a fitted effect of over 55% in size
Target sequence (P14618 whole entry, looked up, canonical isoform): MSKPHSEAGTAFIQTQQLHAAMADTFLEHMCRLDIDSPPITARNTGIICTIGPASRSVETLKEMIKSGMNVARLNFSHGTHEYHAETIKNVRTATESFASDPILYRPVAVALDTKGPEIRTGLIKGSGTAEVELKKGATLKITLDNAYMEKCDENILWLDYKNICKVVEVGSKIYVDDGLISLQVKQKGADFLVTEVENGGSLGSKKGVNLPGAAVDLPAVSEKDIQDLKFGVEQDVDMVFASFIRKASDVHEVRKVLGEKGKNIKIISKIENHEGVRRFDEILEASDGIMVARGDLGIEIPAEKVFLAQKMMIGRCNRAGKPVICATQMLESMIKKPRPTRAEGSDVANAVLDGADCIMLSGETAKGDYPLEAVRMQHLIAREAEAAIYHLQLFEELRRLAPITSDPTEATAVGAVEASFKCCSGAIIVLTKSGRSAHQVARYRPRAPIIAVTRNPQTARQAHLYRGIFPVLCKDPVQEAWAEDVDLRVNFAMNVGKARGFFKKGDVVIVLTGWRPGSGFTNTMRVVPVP
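ATP formation by purified human PK-M2, quantified via coupled luciferase luminescence after 1 h at room temperature with 0.1 mM ADP and 0.5 mM PEP final.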
FBPA coupling cs – qHTS Assay for Inhibitors of Fructose-1,6-bisphosphate Aldolase from Giardia Lamblia: Coupling assay counterscreen. activity change, negative = inhibition, % at 58.2 µM, hits read low. hit rate 0.67% among 290,000. AID 2472, 2010. coupling enzyme system counterscreen, AmpLite Red fluorescence; in the data active = activity change below about -30%
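Counterscreen of the coupled detection system alone, without aldolase: glyceraldehyde-3-phosphate coupling enzymes plus AmpLite Red readout. Compounds at 57.5 uM final, 10 min RT preincubation, 20 min RT reaction, fluorescence 525/598 nm.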
* hit, by the source's call; i = inactive; ? = inconclusive; . = no result given; & = joins results of further samples; [ ] = another dose, or the depositor's remark. Unless noted, calls follow the shape of the dose curve; as a rule, active = well fitted curve in the direction sought with a large enough effect; inconclusive = small, poorly fitted or top-dose-only effect, or another doubt; inactive = no such curve, though single readings can be large; an effect the other way counts as inactive or inconclusive. Unless noted, % is scaled to controls: 0 for no effect and ±100 for the full control effect. Not a hit list; any-hit rate near 2.4%.

SMILES	uPA generation	USP2a block	GALK inh	Giardia killer	KCNH2 3.1 inh	hERG WT inh	B2AR arrestin	Eya2 phos inh	BCR signal inh	PKM2 activator	FBPA coupling cs
C=CCc1cccc2cc(C(=O)N(CC)CC)c(=O)oc12	0%	1%	-2%	-8	-6	-3	-1.1%	-11%	2%	2%	1
COc1ccc(NC(=O)C2CCCN2C(=O)Nc2ccc(OC)cc2)cc1 (configuration not stated)	2%	2%	-3%	7	-2	-4	-0.2%	0%	-18%	-4%	2
COCCNC(=O)c1onc(CSc2cc(C)ccc2C)c1C(=O)O	0%	1%	-2%	7	-5	0	-1.1%	9%	4%	-3%	5
COc1ccccc1NC(=O)CSc1ccc(-c2cccs2)nn1	-7%	2%	-2%	8	-30	-1	-0.3%	-1%	0%	-4%	-6
CC1CCCCC12NC(=O)N(CC(=O)NCc1ccco1)C2=O (configuration not stated)	7%	-1%	.	27	-12	3	-0.8%	2%	3%	.	.
CC(C)OC(=O)CSc1nnc(-c2ccc([N+](=O)[O-])cc2)o1	-1%	-2%	-1%	-24	-13	5	0.1%	3%	6%	0%	-3
Cc1ccc(CNC(=O)CCC(=O)Nc2nnc(C3CCCCC3)s2)cc1	-4%	2%	3%	-7	0	3	-0.7%	-5%	3%	-13%	1
Cc1noc(C)c1CSc1nnc2scc(-c3ccc(Cl)cc3)n12	.	.	0%	2	8	2	.	.	.	-52%	3
Cc1ccc(Cl)c(OCC(=O)NN2CCN(C)CC2)c1	2%	4%	0%	16	26	-9	-0.3%	-13%	?	0%	-2
CCOC(=O)c1ccc(NC(=S)NNC(=O)COC)cc1	-2%	0%	2%	-12	8	5	-0.1%	6%	-2%	-21%	-5
CN(C)/C=C1\NC(=S)N(c2ccccc2)C1=O	-1%	10%	0%	3	4	i	-0.6%	13%	6%	-2%	3
COc1cc([N+](=O)[O-])ccc1NC(=O)c1cccc(NC(=O)C(C)C)c1	4%	-1%	1%	1	19	5	0.1%	-9%	-4%	16%	1
CC(OC(=O)CNC(=O)c1sc2ccccc2c1Cl)C(=O)NC1(C#N)CCCCC1 (configuration not stated)	-2%	4%	.	19	-1	6	-0.9%	10%	3%	.	.
CC[C@]12c3[nH]c4cc(-c5ccco5)ccc4c3CCN1C(=O)[C@@H](CC(=O)NCCCN(C)C)C[C@@H]2C(=O)N1CCN(C(=O)C2CC2)CC1	1%	5%	.	8	0	-15	-0.4%	5%	0%	.	.
O=C(COc1ccc(S(=O)(=O)N2CCOCC2)cc1Cl)NCc1ccco1	13%	-2%	17%	-11	1	2	0.2%	-4%	2%	19%	1

Compound profiles, as listed above:
CN(C)/C=C1\NC(=S)N(c2ccccc2)C1=O is listed as uPA generation: -1%; USP2a block: 10%; GALK inh: 0%; Giardia killer: 3; KCNH2 3.1 inh: 4; hERG WT inh: i; B2AR arrestin: -0.6%; Eya2 phos inh: 13%; BCR signal inh: 6%; PKM2 activator: -2%; FBPA coupling cs: 3
C=CCc1cccc2cc(C(=O)N(CC)CC)c(=O)oc12 is listed as uPA generation: 0%; USP2a block: 1%; GALK inh: -2%; Giardia killer: -8; KCNH2 3.1 inh: -6; hERG WT inh: -3; B2AR arrestin: -1.1%; Eya2 phos inh: -11%; BCR signal inh: 2%; PKM2 activator: 2%; FBPA coupling cs: 1
COCCNC(=O)c1onc(CSc2cc(C)ccc2C)c1C(=O)O is listed as uPA generation: 0%; USP2a block: 1%; GALK inh: -2%; Giardia killer: 7; KCNH2 3.1 inh: -5; hERG WT inh: 0; B2AR arrestin: -1.1%; Eya2 phos inh: 9%; BCR signal inh: 4%; PKM2 activator: -3%; FBPA coupling cs: 5

Next section.
SMILES	uPA generation	USP2a block	GALK inh	Giardia killer	KCNH2 3.1 inh	hERG WT inh	B2AR arrestin	Eya2 phos inh	BCR signal inh	PKM2 activator	FBPA coupling cs
O=C(CCc1ccccc1)NCCSc1ccccc1	0%	6%	0%	-10	-17	-14	0.3%	-1%	-4%	-13%	1
Cc1cc(/C=N/NC(=O)c2cccc([N+](=O)[O-])c2)c(C)n1-c1ccccc1	-6%	3%	0%	-1	14	0	-0.4%	-9%	2%	-1%	0
CCCCOc1ccc(S(=O)(=O)N2CCCCC2)cc1	-11%	-4%	8%	-11	-5	3	-0.4%	-4%	3%	-12%[11.5 µM]	0
COc1ccc(CN2CCCCCC2)c(C)c1C	.	2%	0%	-17	8	5	0.1%	6%	?	7%	2
CSc1ccccc1NC(=O)CN(C)CC(=O)NCC(=O)Nc1ccc(F)cc1	1%	1%	.	-5	-16	-6	0.3%	-14%	-13%	.	.
O=C(Cc1ccc(F)cc1)Nc1ccccc1N1CCCC1	7%	0%	-4%	-15	6	13	-0.6%	-14%	9%	2%	.
COc1ccc(S(=O)(=O)C(C#N)c2nc3ccccc3nc2N2CCC(C)CC2)cc1 (configuration not stated)	.	2%	4%	.	.	.	-0.4%	-2%	-2%	0%	-9
COc1cc(/C=N/NC(=O)c2ccncc2)ccc1OC(=O)c1ccc([N+](=O)[O-])cc1	2%	-1%	.	0	-4	3	-0.3%	7%	-8%	-14%	-2
c1ccc(CSc2nnc(-c3ccco3)c(-c3ccco3)n2)cc1	.	-7%	1%	11	-2	-1	-1.0%	-1%	?	9%	-20
CCCN1CCC(=O)N(CCSc2ccc(OC)cc2)CC1	?	6%	-1%	11&17	.	.	2.9%	-6%	0%	-6%	3&5
COc1cccc(CC(NC(C)=O)C(=O)NC2CCN(c3c(Cc4ccccc4)c(C)nc4ncnn34)CC2)c1OC (configuration not stated)	-2%	7%	1%	1	0	0	0.4%	6%	-6%	4%	2
O=C(CCN1C(=O)/C(=C/c2cccc(Br)c2)SC1=S)Nc1cccnc1	1%	4%	-4%	-1	15	15	-0.4%	-8%	?	-1%	-4
Cc1cc(C)cc(NC(=O)Cn2c(=O)oc3cc(S(=O)(=O)N4CCC(C)CC4)ccc32)c1	-28%	0%	1%	?	2	-7	-0.3%	1%	8%	3%	-7
CCOC(=O)C1(CC2CCCCO2)CCN(Cc2nc3ccccc3[nH]2)CC1 (configuration not stated)	-2%	3%	-1%	-17	0	-5	-0.3%	5%	1%	1%	3
COc1ccc(C2=NOC(C(=O)NCCCn3ccnc3)C2)cc1 (configuration not stated)	2%	-1%	1%	-4	0	0	-0.3%	18%	?	-11%	12
COc1cc(CNc2ccc(C(=O)O)cc2)cc(Br)c1OCC(=O)NC(C)(C)C	1%	1%	3%	-14	5	5	-0.7%	5%	0%	-5%	5
COc1ccc(C(=O)NCc2ccc(N3CCN(C)CC3)cc2)cc1	0%	-1%	.	-7	5	-13	0.1%	-30%	-11%	.	0
CCC(=O)N1CCN(c2c(Cl)cccc2[N+](=O)[O-])CC1	-4%	-1%	-2%	14	-24	-2	-0.8%	-10%	10%	-2%	2
O=C(O)CCN1c2cccc3cccc(c23)S1(=O)=O	2%	3%	-2%	-10	3	-2	-0.3%	3%	-4%	.	1
CCS(=O)(=O)NCC(c1cccnc1)N1CCN(c2ccccc2OC)CC1 (configuration not stated)	2%	2%	1%	14	-20	2	0.2%	-3%	18%	-2%	4
CCC1(c2ccccc2)ON(c2c(Br)cccc2Br)C1=O (configuration not stated)	?	1%	.	-15	-1	-3	0.0%	6%	-1%	.	.
CN1CCN(c2nc(-c3ccccc3)nc(-c3ccccc3)c2C#N)CC1	2%	-1%	6%	-13	-1	7	0.1%	9%	?	0%	1
COC(=O)CSc1nnc(-c2cccnc2)o1	3%	0%	1%	27	3	-5	-0.7%	2%	6%	1%	-1

Quoted from the results shown for reference:
SMILES	uPA generation	USP2a block	GALK inh	Giardia killer	KCNH2 3.1 inh	hERG WT inh	B2AR arrestin	Eya2 phos inh	BCR signal inh	PKM2 activator	FBPA coupling cs
CCS(=O)(=O)NCC(c1cccnc1)N1CCN(c2ccccc2OC)CC1 (configuration not stated)	2%	2%	1%	14	-20	2	0.2%	-3%	18%	-2%	4
CCC1(c2ccccc2)ON(c2c(Br)cccc2Br)C1=O (configuration not stated)	?	1%	.	-15	-1	-3	0.0%	6%	-1%	.	.
